BRCT PPI green: blocks human BRCA1 BRCT binding to phosphopeptide, green readout; actives 0.05% (n = 75,000); Potency, µM (titrated, usually from 76.9 µM), without a hit: top-dose activity change, negative = inhibition, most hits filed as inhibitors; BRCA1 BRCT-phosphopeptide binding, green fluorescence polarization;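 further: potency means the concentration at half of the fitted maximal effect; plate controls were peptide without protein for full effect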
Target sequence (P38398 whole entry, looked up): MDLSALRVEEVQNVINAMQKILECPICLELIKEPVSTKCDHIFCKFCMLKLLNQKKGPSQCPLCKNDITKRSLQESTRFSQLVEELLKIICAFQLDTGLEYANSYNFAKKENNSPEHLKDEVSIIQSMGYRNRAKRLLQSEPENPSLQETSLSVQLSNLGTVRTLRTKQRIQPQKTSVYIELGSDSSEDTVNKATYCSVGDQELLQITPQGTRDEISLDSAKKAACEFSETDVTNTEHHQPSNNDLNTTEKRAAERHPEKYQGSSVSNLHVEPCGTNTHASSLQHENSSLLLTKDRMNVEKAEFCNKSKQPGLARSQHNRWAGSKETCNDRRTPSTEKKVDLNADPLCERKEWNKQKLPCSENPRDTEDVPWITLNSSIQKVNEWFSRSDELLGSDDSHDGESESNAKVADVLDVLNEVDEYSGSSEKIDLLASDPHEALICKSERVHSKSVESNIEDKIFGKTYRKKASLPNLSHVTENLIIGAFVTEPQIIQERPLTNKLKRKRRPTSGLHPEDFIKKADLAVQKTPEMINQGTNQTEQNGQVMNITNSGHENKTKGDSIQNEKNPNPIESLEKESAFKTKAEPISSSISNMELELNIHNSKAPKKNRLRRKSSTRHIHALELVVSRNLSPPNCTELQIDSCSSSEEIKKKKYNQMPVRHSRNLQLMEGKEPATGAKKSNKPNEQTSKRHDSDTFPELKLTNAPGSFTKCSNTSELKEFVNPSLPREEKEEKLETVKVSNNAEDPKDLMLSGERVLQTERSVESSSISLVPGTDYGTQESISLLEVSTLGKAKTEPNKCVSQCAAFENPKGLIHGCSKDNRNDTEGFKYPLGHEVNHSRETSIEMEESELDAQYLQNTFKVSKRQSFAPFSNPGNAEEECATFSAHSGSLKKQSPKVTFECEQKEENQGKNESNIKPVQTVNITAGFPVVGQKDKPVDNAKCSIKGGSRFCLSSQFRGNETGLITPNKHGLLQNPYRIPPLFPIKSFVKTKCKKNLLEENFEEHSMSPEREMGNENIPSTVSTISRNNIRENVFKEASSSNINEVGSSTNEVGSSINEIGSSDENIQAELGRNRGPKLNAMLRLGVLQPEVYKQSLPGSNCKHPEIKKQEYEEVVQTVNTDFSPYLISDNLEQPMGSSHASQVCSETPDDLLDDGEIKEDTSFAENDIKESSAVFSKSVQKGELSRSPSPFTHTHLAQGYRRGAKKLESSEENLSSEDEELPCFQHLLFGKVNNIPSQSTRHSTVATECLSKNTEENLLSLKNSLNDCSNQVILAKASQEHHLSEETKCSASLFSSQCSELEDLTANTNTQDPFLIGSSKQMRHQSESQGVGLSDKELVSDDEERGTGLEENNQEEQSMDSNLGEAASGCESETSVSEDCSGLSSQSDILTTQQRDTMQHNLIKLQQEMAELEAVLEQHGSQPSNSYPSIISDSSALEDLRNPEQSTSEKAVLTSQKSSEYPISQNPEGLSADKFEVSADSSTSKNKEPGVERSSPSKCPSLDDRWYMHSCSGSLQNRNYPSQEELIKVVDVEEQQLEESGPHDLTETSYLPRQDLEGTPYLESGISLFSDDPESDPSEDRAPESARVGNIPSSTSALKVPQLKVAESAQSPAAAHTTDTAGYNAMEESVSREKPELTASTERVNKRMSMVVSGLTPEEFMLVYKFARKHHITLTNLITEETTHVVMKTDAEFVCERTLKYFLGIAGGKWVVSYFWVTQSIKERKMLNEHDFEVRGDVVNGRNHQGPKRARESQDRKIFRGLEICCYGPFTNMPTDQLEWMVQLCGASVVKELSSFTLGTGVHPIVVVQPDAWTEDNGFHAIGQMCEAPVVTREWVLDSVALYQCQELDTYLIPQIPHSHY
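Fluorescence polarization: His-tagged BRCT (~35 kDa BRCA1 C-terminus, 250 nM) bound to 100 nM fluorescein-labeled phosphorylated 10-aa BACH1 peptide, pH 7.3 phosphate buffer with DTT and Tween 20. Compounds incubated 12 min at room temperature; inhibition read as lowered polarization.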
CRE-bla Fsk: CRE-bla signaling modulation under forskolin stimulation. Potency, µM (highest dose often 38.2 µM), for the others: at the highest dose activity change, negative = inhibition, actives largely listed as activators. AID 662. CHO CRE-bla reporter (cAMP response element driving beta-lactamase), forskolin EC10, beta-lactamase ratio. actives 2.5% (n = 71,000); active means well fitted activation curve with a large enough effect in the signal ratio, with a control signal flat, not every such curve was filed as active; inconclusive means small, poorly fitted or top-dose-only effect, or effect the other way, or a change in a side signal; the % refers to the signal ratio; further: potency means the concentration at half of the fitted maximal effect; % of control where 0% means no effect
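Using CellSensor CRE-bla CHO cells in Opti-MEM with 0.5% dialyzed FBS, compounds were titrated with EC10 NKH 477 for 3 h at 37 °C. CCF4 ratio (460/530 nm) gave %Activity; AC50 derived.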
Casp1 inh: allosteric or competitive inhibitors of human caspase-1; Caspase-1 enzyme, Ac-WEHD-AFC fluorogenic rate; actives 0.03% (n = 75,000); P29466; Potency, µM (titrated, usually from 57.5 µM), for the others: top-dose activity change, negative = inhibition, hits mostly inhibitors;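 further: potency means the concentration at half of the fitted maximal effect; plate controls were vehicle for no effect and no substrate for full effect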
FLuc inh: inhibitors of firefly luciferase; P08659; purified firefly luciferase, luminescence, 8 min; Potency, µM (highest dose often 57.1 µM), inactives show at the top dose activity change, negative = inhibition, most hits filed as inhibitors; actives 2.2% (n = 72,000); AID 411; further: potency means the concentration at half of the fitted maximal effect; on the % scale 0 is the no-effect control and ±100 the full control effect; nearly all actives have a fitted effect of over 40% in size
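Compounds were tested as concentration series (qHTS) against purified P. pyralis luciferase with luciferin and 10 uM ATP in 50 mM imidazole pH 7.2, 50 mM KCl, 7 mM MgCl2, 0.01% Tween 20, 0.05% BSA. Luminescence was read after 8 min at ambient temperature.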
A350 fluor: compound fluoresces in the Alexa 350 spectral region; Compound autofluorescence, 340/450 nm, Alexa 350 dye-equivalents; stronger effect = higher value; max dye-equivalent concentration, M; actives 11% (n = 59,000); in the data active means max dye-equivalent concentration above about 10 nM; inconclusive means mostly about 1.1 nM to 9.6 nM
USP2a inh: USP2a (human) protease inhibition; Potency, µM (titrated, usually from 38.3 µM), inactives show top-dose activity change, negative = inhibition, actives largely listed as inhibitors; USP2a enzymatic assay, qHTS inhibition; O75604; actives 0.1% (n = 60,000);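 further: potency means the concentration at half of the fitted maximal effect; nearly all actives have a fitted effect of over 60% in size; plate controls were DMSO for no effect and NEM full inhibition control for full effect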
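USP2 core (20 nM final) was preincubated with compound for 30 min at RT in 20 mM Tris-HCl pH 8.0, 2 mM CaCl2, 2 mM beta-mercaptoethanol; Ub-PLA2 (20 nM) plus NBD C6-HPC (20 uM) then added, fluorescence read after 2.5 h.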
Casp7 inh: blocks human caspase-7 allosterically or competitively; P55210; actives 0.02% (n = 75,000); AID 889; Potency, µM (doses to about 57.5 µM), for the others: at the highest dose activity change, negative = inhibition, usual class: inhibitors; recombinant caspase-7, Ac-DEVD-AFC fluorescence rate; active means well fitted inhibition curve with a large enough effect in the main read-out, with a control signal flat, not every such curve was filed as active; inconclusive means small, poorly fitted or top-dose-only effect, or a change in a side signal; further: potency means the concentration at half of the fitted maximal effect; % of control where 0% means no effect
BRCT PPI red: BRCT-phosphoprotein interaction inhibition (red fluorophore); P38398; BRCT-phosphopeptide binding, red fluorescence polarization; AID 892; actives 0.03% (n = 75,000); Potency, µM (highest dose often 76.9 µM), for the others: top-dose activity change, negative = inhibition, usual class: inhibitors; further: on the % scale 0 is the no-effect control and ±100 the full control effect
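Fluorescence polarization: 100 nM His-tagged BRCA1 BRCT with 100 nM TAMRA-labelled phospho-BACH1 decapeptide, phosphate buffer pH 7.3 with 150 mM NaCl, DTT, 0.01% Tween 20; 12 min RT. Binding inhibition seen as FP decrease.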
HEK293 cAMP cs: raises cAMP in parental HEK293 cells, TSHR agonist counter-screen; AID 938; parental HEK293 CNG cAMP sensor, membrane potential fluorescence; Potency, µM (highest dose often 57.1 µM), for inactives: top-dose activation, usual class: activators; actives 2.5% (n = 73,000); further: potency means the concentration at half of the fitted maximal effect; % of control where 0% means no effect; nearly all actives have a fitted effect of over 55% in size
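Counterscreen for endogenous-receptor signalling: CNG-channel HEK 293 cells report cAMP rise by membrane depolarization. After 60 min dye equilibration with 100 uM RO 20-1724, compounds incubated 30 min before bottom-read fluorescence at 590 nm.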
ERK AVP inh: inhibitors of vasopressin-stimulated ERK signaling pathway. HEK293-V1b, vasopressin-stimulated pERK AlphaScreen. Potency, µM (titrated, usually from 57.5 µM), inactives show top-dose activity, negative = inhibition, actives largely listed as inhibitors. actives 0.99% (n = 72,000). AID 995; further: potency means the concentration at half of the fitted maximal effect; on the % scale 0 is the no-effect control and ±100 the full control effect; nearly all actives have a fitted effect of over 55% in size
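qHTS, compounds titrated on V1b-expressing HEK293 cells. Preincubation 30 min at 37C, vasopressin 25 nM for 5 min, lysis 10 min, bead incubation 5 hr at room temperature.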
Tau filament bind: tau filament binding; P10636; recombinant tau filaments, thioflavin S fluorescence, 15 h; filaments grown with octadecylsulfate alongside compound; Potency, µM (titrated, usually from 57.1 µM), for inactives: at the highest dose activity change, negative = inhibition; actives 2% (n = 71,000); AID 596;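 further: potency means the concentration at half of the fitted maximal effect; on the % scale 0 is the no-effect control and ±100 the full control effect; actives lower thioflavin S fluorescence by blocking filaments or displacing dye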
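ThS-based fibril read: tau 1 uM final, inducer ODS 30 uM final, 37 C for 15 h, ex 450/em 510 nm.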
* = called active by the depositor; i = inactive; ? = inconclusive; . = no result given; & = joins results of further samples; [ ] = remark or other dose. Unless noted, the call rests on the fitted dose curve; in most records, active means well fitted curve in the direction sought with a large enough effect; inconclusive means small, poorly fitted or top-dose-only effect, or another doubt; inactive means no such curve, though single readings can be large; an effect the other way counts as inactive or inconclusive.

SMILES	BRCT PPI green	CRE-bla Fsk	Casp1 inh	FLuc inh	A350 fluor	USP2a inh	Casp7 inh	BRCT PPI red	HEK293 cAMP cs	ERK AVP inh	Tau filament bind
Cc1nn(C(=O)c2ccco2)c(C)c1CN1C(=O)c2ccccc2C1=O	1.4%	?	0%	0%	?	9%	-1%	0.6%	21%	-28%	-8%
COc1ccc(OC2C=CC(C#Cc3ccc(F)cc3F)OC2CO)cc1 (stereo unspecified)	-0.9%&0.7%[15.4 µM]	.	-2%&-2%[11.5 µM]	.	.	.	0%&-1%[11.5 µM]	-1.8%&0.5%[15.4 µM]	?	-4%&-4%[11.5 µM]	.
COCc1nnc(NC(=O)CC(C)c2ccccc2)s1 (stereo unspecified)	-2.3%	7%	0%	1%	i	0%	0%	0.1%	?	5%	13%
CCCOc1ccc(-c2nnn(CC(=O)c3ccc4c(c3)OCCO4)n2)cc1	1.5%	3%	1%	-7%	i	-3%	-3%	-0.2%	-7%	-5%	56%
COc1cccc(C(=O)Nc2ccc(NC(C)=O)cn2)c1	0.1%	-4%	2%	-20%	i	-3%	-1%	0.9%	-14%	-11%	-4%
O=C(c1ccco1)N1CCN(c2ccc(Cl)c(Cl)c2)CC1	0.7%	?	-3%	1%	2.5e-08M*	31%[activator]	-3%	-1.7%	15%	-20%	50%
Nc1nncn1C(=O)c1c(Cl)cccc1Cl	-3.9%	3%	-1%	-2%	i	-5%	2%	-1.2%	7%	-10%	5%
NNC(=O)c1ccc[n+](CCc2ccccc2)c1	0.6%[15.4 µM]	9%[7.6 µM]	-4%[11.5 µM]	1%[11.4 µM]	i	.	2%[11.5 µM]	-1.4%[15.4 µM]	-7%[11.4 µM]	-4%[11.5 µM]	-5%[11.4 µM]
CCOc1cc2[nH]c(=S)n(CCCN3CCN(C)CC3)c(=O)c2cc1OCC	-1.8%	17%	1%	6%	i	4%	1%	-0.1%	8%	-8%	-2%
O=C(O)CSc1nnc(Cc2ccccc2)n1-c1ccccc1	-8.7%	5%	-1%	1%	i	-5%	0%	-0.6%	2%	8%	-3%
COCCn1c(SCC(=O)Nc2cccc(OC)c2)nnc1-c1ccccc1	-1.7%	5%	3%	-3%	i	6%	1%	-0.4%	10%	-9%	1%
CCCOc1ccc2oc(=O)c3c(c2c1)CCCN3C(=O)CN1CCN(C(=O)c2ccco2)CC1	4.3%	?	-1%	1%	7.5e-08M*	24%	-3%	-2.1%	7%	-21%	2%

Continuation.
SMILES	BRCT PPI green	CRE-bla Fsk	Casp1 inh	FLuc inh	A350 fluor	USP2a inh	Casp7 inh	BRCT PPI red	HEK293 cAMP cs	ERK AVP inh	Tau filament bind
CCCCCCCCCCCCCCCC(=O)OC(CO)CO	-4.6%	.	-2%	.	.	.	-7%	-2.4%	27%	-3%	.
COc1ccccc1N1CCN(C[C@@H]2CN3C(=O)N(C)c4ccccc4C3=N2)CC1	2.2%	-8%	-1%	0%	.	.	2%	-0.2%	13%	-16%	-27%
CCc1ccc(N2CC(C(=O)Nc3ccccc3F)CC2=O)cc1 (stereo unspecified)	-4.2%	.	0%	.	.	.	-1%	0.3%	6%	.	.
CC(=O)Nc1c(C(=O)C2CC2)oc2ccccc12	-1.7%	?	0%	0%	?	6%	1%	0.8%	15%	-9%	3%
COc1ccc2c(c1OC)C(=O)N(c1nccs1)C2	0.7%	?	-1%	-16%	i	8%	2%	-2.2%	-4%	-9%	11%
CNC(=O)C1CC(=O)N(Cc2ccc3c(c2)OCO3)C(=Nc2ccc(F)cc2)S1 (stereo unspecified)	-3.2%	-7%	1%	2%	i	-2%	4%	0.8%	-1%	-6%	170%
CC(C)(O)c1cc(=O)sc2nc3ccccc3n12	-1.4%	12%	-1%	25µM*	i	-1%	1%	-0.5%	-4%	16%	-10%
C=CCSc1ncccc1C(=O)NCc1ccccc1	-0.2%	13%	-1%	2%	i	2%	2%	0.9%	5%	-21%	-3%
CCn1nc(CC(=O)Nc2nnc(CC(=O)N3CCCCC3)s2)c2ccccc2c1=O	-0.5%	-2%	1%	2%	i	2%	0%	-1.9%	?	7%	2%
O=C(Nc1cccc2ccccc12)N1CCN(Cc2ccccc2)CC1	-2.8%	-8%	0%	0%	.	37%[activator]	0%	-1.6%	3%	33%[activator]	-3%
COc1ccc2c(CC(=O)OCC(=O)Nc3ccc4c(c3)OCO4)coc2c1	0.0%	?	-1%	-5%	?	13%	3%	-2.4%	20%	8%	4%
Cc1ccc(-n2c(SCC(=O)NCC3CCCO3)nc3n[nH]c(C)c3c2=N)cc1Cl (stereo unspecified)	1.3%	?	1%	7%	i	68%[activator]	0%	-2.1%	4%	1%	26%

More results
SMILES	BRCT PPI green	CRE-bla Fsk	Casp1 inh	FLuc inh	A350 fluor	USP2a inh	Casp7 inh	BRCT PPI red	HEK293 cAMP cs	ERK AVP inh	Tau filament bind
C[C@H]1[C@H]2CC[C@H]3[C@@H]4CC=C5C[C@@H](N(C)C)CC[C@]5(C)[C@H]4CC[C@]23CN1C	-3.6%	.	-4%	.	.	.	-2%	-0.4%	?	-5%	.
COc1cc(OC)c(OC)cc1CN1CCN(c2ccccc2OC)CC1	-2.1%	?	1%	2%	i	1%	3%	-0.3%	15%	-15%	-9%
CCOC(=O)N1CCN(C(=O)CSCc2nc(-c3ccccc3F)oc2C)CC1	-0.3%	9%	3%	1%	i	-1%	-2%	-1.5%	1%	14%	-2%
Cc1cc(NC(=O)C2C3C(=O)N(CCC(C)C)C(C(=O)NCc4ccccc4)C34C=CC2(C)O4)no1 (stereo unspecified)	-1.6%	-5%	-1%	1%	i	7%	2%	-1.4%	-9%	?	-1%
CCOC(=O)c1cn(CC(=O)Nc2ccc(C)cc2)nn1	-1.2%	5%	0%	-1%	i	3%	-1%	-0.2%	4%	8%	-6%
Cc1cc(N2CCC(C)CC2)nc(-n2nc(C)cc2C)n1	-0.2%	?	0%	-1%	.	12%	1%	-0.6%	17%	6%	28%
CCCCC(c1nnnn1C1CCCC1)N1CCN(C(=O)c2ccco2)CC1 (stereo unspecified)	-1.1%	-1%	3%	1%	i	31%[activator]	1%	-0.8%	?	4%	-3%
Nc1nncn1C(=O)CCc1ccccc1	-0.8%	-23%	-1%	0%	i	-1%	0%	-0.5%	2%	?	-5%
Cc1cc2oc(=O)cc(COC(=O)c3cccc(N(C)C)c3)c2cc1C	-0.3%	-10%	3%	1%	i	28%	1%	-0.3%	16%	9%	12%
CCN1CCCC1CNC(=O)CN1C(=O)COc2ccc(C)cc21 (stereo unspecified)	0.7%	10%	4%	3%	.	.	2%	-0.7%	3%	.	-8%
CCc1ccc(CCC(=O)Nc2ccc(S(N)(=O)=O)cc2)o1	-1.9%	-9%	1%	0%	i	0%	1%	0.7%	-1%	?	-6%
Cc1ccc(-c2nnn(CC(=O)N(Cc3cccs3)C(C(=O)NC3CCCC3)c3ccco3)n2)o1 (stereo unspecified)	-0.8%	6%	-6%	3%	i	27%	-2%	-0.4%	13µM*	-8%	455%

Next compounds follow.
SMILES	BRCT PPI green	CRE-bla Fsk	Casp1 inh	FLuc inh	A350 fluor	USP2a inh	Casp7 inh	BRCT PPI red	HEK293 cAMP cs	ERK AVP inh	Tau filament bind
Cc1cc2c(c(=O)o1)[C@@H](O)[C@H]1O[C@@H]1C2=O	-0.8%[15.4 µM]	.	-1%[11.5 µM]	1%[11.4 µM]	.	.	0%[11.5 µM]	2.5%[15.4 µM]	-2%[11.4 µM]	5%[11.5 µM]	.
O=C(Nc1ccncc1)Nc1ccc(F)cc1F	-6.4%	-1%	1%	-6%	i	-7%	-2%	-0.3%	3%	-1%	5%
CCC(C)NC(=O)c1n[nH]c(=O)c2ccccc12 (stereo unspecified)	-1.3%	3%	1%	0%	?	-14%	-2%	-0.6%	6%	26%	-9%
Cc1cccc(NC(=O)NCC(c2cccnc2)N2CCOCC2)c1 (stereo unspecified)	-1.5%	-13%	1%	-1%	i	4%	-3%	-0.3%	6%	18%	-2%
O=C(Nn1c(=S)[nH]c2ccccc2c1=O)c1ccncc1	-0.5%	-3%	-1%	1%	.	-1%	1%	-1.7%	0%	-9%	6%
CCOCCCn1c(=S)[nH]c2cc(C(=O)N3CCOCC3)ccc2c1=O	-2.2%	-4%	2%	2%	i	2%	2%	0.6%	5%	7%	1%
O=C(NCc1cccs1)C1CC(=O)N(C2CCCC2)C1 (stereo unspecified)	0.2%	-14%	2%	-2%	i	-2%	-1%	1.1%	2%	10%	-12%
O=c1c2[nH]c3cccc(Cl)c3c2ncn1Cc1ccncc1	0.0%	?	0%	-2%	i	0%	-1%	-0.2%	-6%	?	-1%
CCN(CC)C(=O)CSc1nsc(SCC(=O)N(CC)CC)c1C#N	-0.5%	1%	-1%	1%	.	-1%	2%	-1.6%	7%	-2%	2%

Screening results: PubChem BioAssay, National Center for Advancing Translational Sciences (NCATS)
